# Bioassay records from PubChem BioAssay.
# PAX8 inh HTS – inhibitors of PAX8 transcriptional activity in RMG-I cells; RMG-I TPO-luciferase reporter, SteadyGlo, 24 h; inhibition, % at 12.6 µM; 360,000 compounds, 1.2% hits; AID 652154;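 active = mean replicate inhibition at least 60% with every replicate also reaching 60%; inconclusive = only one of the two criteria is met; inactive = mean below 60% and not all replicates reaching 60%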;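 note: luciferase light reporting Pax8 driven TPO promoter activity; plate controls were median of neutral control wells for no effect and mitoxantrone controls for full effect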
# GSIS activator – primary screen for activators of insulin secretion dependent on glucose, INS-1E cells, GLuc reporter luminescence; activation, % at 16.6 µM; 370,000 compounds, 0.61% hits; INS-1E GLuc reporter insulin secretion, 2-3 h; AID 743287;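 active = lowest replicate activation of at least 40%, so every replicate reaches that level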;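 note: 0% = median of neutral control wells and 100% = median of IBMX positive control wells; some compounds called inactive have numbers as strong as hits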
# FN deposit inh – fibronectin deposition inhibition; AH1F fibroblasts, Alexa488-fibronectin deposition fluorescence, overnight; inhibition, % at 12.6 µM; 350,000 compounds, 0.086% hits; AID 743247;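 active = mean inhibition across replicates of 30% or more, regardless of how many single replicates reach that level; inconclusive = mean under 30% yet at least half of replicates reach 30%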;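 note: positive control wells lacked labelled fibronectin entirely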
#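 material = AH1F fibroblast monolayer depositing Alexa488-labelled fibronectin into matrix | amount = 10000 AH1F cells/well | buffer or medium = DMEM plus 2% serum, read in PBS | incubation = 1 h cell adhesion before compound, then overnight fibronectin incubation | detection = fluorescence at 485 nm excitation, 525 nm emission | evaluation = percent inhibition as loss of matrix-bound fibronectin fluorescence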
# miR122 inh – blocks miR-122 activity in Huh7 sensor cells | activation (reporter increase), % at 12.5 µM | AID 602342 | 340,000 compounds, 0.3% hits | Huh7 miR-122 Renilla luciferase sensor, 48 h; neutral wells = 0, positive control = 100;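 active = mean replicate activation score at least 90 and every replicate individually at or above 90; inconclusive = only one of the two criteria met; inactive = neither criterion met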;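 note: higher luciferase means less miR-122 activity so hits act as miR-122 inhibitors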
# CFTR F508del cor – correctors of CFTR F508del function in bronchial epithelial cells | CFBE cells, YFP halide quenching; stimulated with forskolin plus potentiator P3; % fluorescence drop versus neutral controls | activity (quench increase), % at 7.58 µM | 350,000 compounds, 0.36% hits | AID 720511;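 active = mean added fluorescence quench of at least 8% versus neutral control, with both replicates also reaching 8%; inconclusive = only one of the mean or replicate conditions met; inactive = mean below 8% and not both replicates reaching 8%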;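 note: cells transiently co-express mutant CFTR-F508del with the halide-sensitive YFP; corrector assay measuring rescue of mutant channel to the surface after 24 h compound exposure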
# DENV2 CPE – DENV2-induced cell death inhibition. 350,000 compounds, 1.7% hits. DENV2-infected cells, cytopathic effect rescue, plate reader. CPE inhibition, % at 9.99 µM; in the data active = CPE inhibition above about 20%, passing the limit was not always enough; inconclusive = no clear call, values can overlap the other calls; tested in BHK-21 cells;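 note: 0% = median of neutral control wells and 100% = median of positive control wells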
# EWS-Fli inh – blocks EWS/Fli oncoprotein-driven transcription; A673 NR0B1-luciferase reporter, viability-normalised; inhibition, % at 12.6 µM; 350,000 compounds, 0.67% hits; AID 651661;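 active = mean inhibition of at least 50% after viability correction, with every replicate also passing that limit; inconclusive = mean reaches 50% but only one of two replicates passes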;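 note: firefly luciferase signal divided by Alamar Blue viability fluorescence both relative to DMSO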
# Starred values were filed as active, the others as inactive; ? = inconclusive; / = not tested or not shown; & = joins results of further samples; [ ] = dose if it differs, or a comment.
SMILES,PAX8 inh HTS,GSIS activator,FN deposit inh,miR122 inh,CFTR F508del cor,DENV2 CPE,EWS-Fli inh
CC(C)CC#Cc1cnc2c(c1)C(=O)N([C@@H](C)CO)C[C@H](C)[C@@H](CN(C)C(=O)C1CCCCC1)O2,-23,6,-16,4[16.7 µM],1.6,6,1
NC(=O)C1CCN(C(=O)Nc2csc3ccccc23)CC1,28,0,-7,-4,-0.5,-1,14
O=C(O)CCC(=O)Nc1ccc(Br)cc1C(=O)c1ccccc1,3,19,1,-12,1.8,0,-6
C[C@@H]1CCCCO[C@@H](CN(C)S(=O)(=O)c2ccc(F)cc2)[C@H](C)CN([C@H](C)CO)C(=O)c2cc(NC(=O)Nc3ccc(C(F)(F)F)cc3)ccc2O1,73*,28,-12,1[16.7 µM],5.2,-4,10
CCOC(=O)C1CCN(C(=O)COc2ccc(S(=O)(=O)N3CCOCC3)cc2)CC1,0,20,0,/,-0.8,12,/
COC(=O)c1cccc(NC(=O)Cn2nnc3ccccc32)c1,-20,/,4,-19,/,/,/
O=C(CSCc1ccc(Br)cc1)NCc1ccccn1,14,16,/,-5,1.0,-3,-1
CCOC(=O)C1(Cc2cccc(OC)c2)CCN(CC2CC=CCC2)CC1 (centres undefined),35,2,-27,/,-1.4,6,20
COC(=O)C[C@@H]1CC[C@H](NC(=O)c2cnccn2)[C@@H](CO)O1,-25,-5,-2,/,-0.5,1,8
COc1ccc(NC(=O)c2nnn(CC(=O)Nc3ccc4c(c3)OCO4)c2N)c(OC)c1,-22,4,8,/,-2.7,3,/
CCOC(=O)NC(=O)/C(N=Nc1ccc(C(F)(F)F)cc1)=C(\C)O,-5,-56,2,11,-1.5,-4,1
CC(=O)Nc1ccc(S(=O)(=O)N2CCC(N(C)CCC(C)C)CC2)cc1,-10,/,2,1,/,/,/
COC(=O)c1c(NC(=O)CN2C(=O)NC3(CCC(C)CC3)C2=O)sc2c1CCC2 (centres undefined),-9,-7,18,/,0.3,-5,7
COc1ccc(Cl)cc1NC(=S)N1CC(C)OC(C)C1 (centres undefined),-24,-4,9,/,1.1,-10,3
COc1ccc2c3c([nH]c2c1)[C@H](CO)N(C(=O)c1cccc(F)c1)CC31CN(C(=O)c2ccccc2)C1,/,-11,/,/,-0.3,-5,-9
C[C@H]1CCCCO[C@@H](CN(C)C(=O)Nc2ccc(F)cc2)[C@@H](C)CN([C@@H](C)CO)C(=O)c2cc(NS(=O)(=O)c3ccc(Cl)cc3)ccc2O1,-7,-26,10,-7[16.7 µM],1.6,-7,6
COc1ccc(CNC(=O)C2CCCN(C(=O)Nc3ccc(OC)cc3)C2)cc1 (centres undefined),-9,2,3,0,2.0,?,-13
Cn1nnnc1SCC(=O)Nc1ccc(Cl)c(S(=O)(=O)N2CCOCC2)c1,1,14,6,1,-0.7,-1,1
CN1CCN(c2ccc(C(=O)c3ccccc3)cc2[N+](=O)[O-])CC1,-50,27,-1,1,/,/,/
CO[C@@H]1CN(C)C(=O)c2ccc(NC(C)=O)cc2OC[C@@H](C)N(C(=O)C2CCC2)C[C@@H]1C,-5,6,5,/,-2.4,-9,1
Cc1cc2nc(CCN(Cc3cccnc3)C(=S)Nc3ccc(F)cc3)[nH]c2cc1C,/,-15,/,-1,2.0,-3,8
O=S(=O)(NC1CCCC1)c1ccc(Br)s1,/,-4,/,20,2.1,/,7
CC(=O)N1[C@@H]2c3cccc(=O)n3C[C@@H]2[C@@H](CO)[C@@H]1C(=O)N[C@H](C)c1ccccc1,-10,2,/,-2[16.7 µM],1.5,1,-10
O=C(CSc1ncn[nH]1)N1N=C(c2ccc(Cl)cc2)CC1c1ccco1 (centres undefined),4,-9,-3,/,1.2,0,-9
Cc1noc(C)c1NC(=O)N(C)C[C@H]1Oc2ccc(NC(=O)CCCCCC(=O)Nc3ccccc3N)cc2C(=O)N([C@H](C)CO)C[C@@H]1C,-11,15,/,/,-2.0,-8,-5
O=C(NCCCc1ccccc1)c1cccc(NC(=O)C2CCCCC2)c1,0,-17,1,5,-3.5,10,-7
OC(c1cc(C(F)(F)F)nc2c(C(F)(F)F)cccc12)C1CCCCN1 (centres undefined),22,/,-6,-10,2.8,10,59*
C[C@H]1CN([C@@H](C)CO)C(=O)c2cccc(NC(=O)NC3CCCCC3)c2O[C@H]1CN(C)C(=O)Nc1ccccc1,-5,8,/,0[16.7 µM],-2.0,19,0
C[C@@H]1CN([C@@H](C)CO)C(=O)c2cc(NC(=O)Nc3cccc4ccccc34)ccc2O[C@@H]1CN(C)Cc1ccncc1,5,-15,/,8[16.7 µM],-0.8,0,/
CC(C)COC(=O)N(C)C[C@H]1OCc2cn(nn2)CCCC(=O)N([C@H](C)CO)C[C@@H]1C,-3&9,-4&0,-3,1,7.2&-4.1,0&-1,2&7
Nc1cc(-c2cccc(Br)c2)nn1Cc1ccccc1,6,-4,-4,-2,3.9,-5,12
COc1ccccc1CNC(=O)C[C@H]1C[C@H]2c3cc(NC(=O)C4CCC4)ccc3O[C@H]2[C@@H](CO)O1,-30,-4,-27,23[16.7 µM],-1.6,-2,-16
COc1ccc2ccccc2c1/C=N/NC(=O)c1ccc([N+](=O)[O-])cc1,0,22,-17,-8,-2.4,-6,8
CCCC1=Nc2cc(C(=O)NCCCOC(C)C)ccc2Sc2ccccc21,14,/,-1,12,/,/,/
CCN(CC)C(=O)C12C(=O)Oc3ccccc3C1C2(C)C(=O)c1ccc(F)cc1 (centres undefined),8,-5,7,/,-33,14,-1
COc1ccc(C(=O)N2CCC3(CC2)NCCc2[nH]cnc23)cc1OC,-12,15,1,-10,-3.6,2,0
CCN(CC(=O)NCc1cccs1)S(=O)(=O)c1cc(NC(C)=O)ccc1OC,3,/,4,-3,0.9,4,1
CC[C@H](C)[C@H]1CNC(=O)C(=O)N1CC1CCN(CCc2ccc(Cl)c(Cl)c2)CC1,-5,-17,2,-5,2.5,7,3
CC(=O)c1cccc(OC(=O)Oc2cccc(C(C)=O)c2)c1,-5,-9,5,/,-2.1,-4,-3
Cc1ccccc1CN1CCSc2sccc2C1=O,-17,-1,0,3,-1.0,7,-8
O=C(CSc1ccc(Cl)cc1)OCC(=O)N1CCN(c2ccccc2)CC1,4,12,2,-2,2.5,-1,1
OC(c1ccccc1)(c1ccccc1)C1CCN(CCCOc2ccc(-c3cccnc3)cc2)CC1,-26,-38,11,/,1.5,-7,17
O=C(C[C@H]1C[C@H]2c3cc(NC(=O)c4ccc5c(c4)OCO5)ccc3O[C@H]2[C@@H](CO)O1)NCCN1CCCCC1,-10,11,10,-7[16.7 µM],0.0,-3,-25
Nc1nnc(CC(=O)N/N=C/c2ccc([N+](=O)[O-])cc2)s1,2,-5,4,-4,1.5,-1,-30
COc1ccc(C)cc1NC(=O)c1sc2ncn(CC(=O)N3CCCCC3)c(=O)c2c1C,-17,2,-10,-6,-1.0,-3,/
CCc1nc(NCCN2CCOCC2)c(C#N)c2c1CCCC2,15,/,6,-4,/,/,/
COc1cccc(CNC(=O)[C@H]2CCCN2C(=O)[C@H]2CCCN2)c1,7,8,-7,/,-0.6,0,-6
O=C(CN1C(=O)c2cccc3cccc(c23)C1=O)N1CCOCC1,-4,9,-1,/,-1.0,6,-7
COCCCNC(=S)N1CCN(c2nc(C)nc3sc4c(c23)CCCC4)CC1,3,-9,8,/,-2.9,1,27
O=C(COC(=O)C1CC1)Nc1ncc(C(F)(F)F)cc1Cl,-1,-9,-3,/,-1.4,0,4

# Next part.
SMILES,PAX8 inh HTS,GSIS activator,FN deposit inh,miR122 inh,CFTR F508del cor,DENV2 CPE,EWS-Fli inh
Cc1ccc2[nH]c(=O)c(CN(CCCN3CCOCC3)C(=O)Nc3cccc(Cl)c3)cc2c1,0,-26,-8,/,/,5,4
CCCCC1O[C@@H](C)[C@@H]2CN3CCc4c([nH]c5ccccc45)[C@@H]3C[C@@H]2N1C (some centres undefined),9,3,-11,/,3.0,?,4
COc1cccc(NC(=S)N(CCN2CCCCC2)Cc2ccco2)c1,-13,11,3,/,3.7,-2,5
COC(=O)c1c(C)[nH]c(C(=O)NCCc2ccc(S(N)(=O)=O)cc2)c1C,-11,-2,2,/,6.0,-6,-8
COc1ccc(CN(C)C[C@H]2Oc3ccc(NS(C)(=O)=O)cc3C(=O)N([C@@H](C)CO)C[C@@H]2C)cc1,-2,2,/,-1[16.7 µM],0.9,-2,0
Cc1ccc2cc(CNC[C@H]3O[C@@H](n4cc(C)c(=O)[nH]c4=O)C[C@@H]3O)c(N3CCOCC3)nc2c1,12,23,6,2,-1.5,-11,0
O=C(CSc1nnc(NC(=O)C2CCCCC2)s1)NCc1ccco1,-5,4,1,/,-2.5,0,-8
O=C(Cn1ncc2c(=O)oc3ccccc3c21)N(Cc1ccco1)C1CCCCC1,6,-37,10,-4,0.1,-11,6
COc1cccc(C(=O)C(C#N)=C(SC)SC)c1,-28,9,2,/,-1.1,34*,43
COc1ccccc1NC(=O)N(Cc1cccs1)Cc1cc2cc3c(cc2[nH]c1=O)OCO3,24,-6,-3,/,/,/,/
COCCN(C(=O)CSCC(=O)Nc1cccc(C)c1)c1c(N)n(Cc2ccccc2)c(=O)[nH]c1=O,-5,5,-3,8,1.8,5,-2
CCOC(=O)C1CCN(C(=O)c2cccc(S(=O)(=O)NCc3ccccc3)c2)CC1,6,-9,5,/,-2.5,-6,-4
C[C@@H]1CN([C@@H](C)CO)C(=O)c2cc(C#CC3(O)CCCC3)cnc2O[C@@H]1CN(C)C(=O)Cc1ccccc1,10,15,/,-2[16.7 µM],0.4,0,-4
CCCNC(=O)COC(=O)c1c2c(nc3ccccc13)CCC2,31,22,3,/,1.9,-5,9
O=C(NC1CCCCCC1)C1c2ccccc2C(=O)N1C1CC1 (centres undefined),/,20,/,-1,-3.0,/,-3
CSc1cccc(CNC(=O)CC2C(=O)NCCN2CC(C)(C)C)c1 (centres undefined),23,-8,-6,/,0.4,9,11
O=C(/C=C/c1cccc([N+](=O)[O-])c1)N1CCN(c2ccc(F)cc2)CC1,22,-17,0,-1,/,/,/
CO[C@H]1CN(C)C(=O)c2cc(NC(=O)Nc3c(C)noc3C)ccc2OC[C@H](C)N(C)C[C@@H]1C,0,14,7,/,-6.2,-3,-15
CCCCCCSc1nsc(NC(=O)CCC)n1,-42,-34,0,3,0.0,2,-32
COc1ccccc1OCC(=O)N(Cc1nc(-c2ccc(Cl)cc2)no1)C(C)C,26,-13,2,-4,-1.7,1,-9

# Brought forward from above: three entries, then new ones.
SMILES,PAX8 inh HTS,GSIS activator,FN deposit inh,miR122 inh,CFTR F508del cor,DENV2 CPE,EWS-Fli inh
CO[C@H]1CN(C)C(=O)c2cc(NC(=O)Nc3c(C)noc3C)ccc2OC[C@H](C)N(C)C[C@@H]1C,0,14,7,/,-6.2,-3,-15
CCCCCCSc1nsc(NC(=O)CCC)n1,-42,-34,0,3,0.0,2,-32
COc1ccccc1OCC(=O)N(Cc1nc(-c2ccc(Cl)cc2)no1)C(C)C,26,-13,2,-4,-1.7,1,-9
N#Cc1cccc(NC(=O)COC(=O)c2ccccc2Sc2ccccc2C#N)c1,-8,-1,-4,1,/,4,-11
O=C(CSc1ncn[nH]1)NCCc1ccc(Cl)cc1Cl,-4,-5,-1,-4,-1.2,10,1
CCN1CCSc2ccc(C(=O)NCc3ccccc3F)cc21,14,/,-8,17,-1.2,0,-2
COc1ccc(CNC(=O)[C@H](C)NC(=O)C2CCN(C(=O)[C@@H](N)CCSC)CC2)cc1,/,-8,/,-3,-3.5,-5,0
